Screening data: PubChem, National Center for Advancing Translational Sciences (NCATS)
Rab9 promoter act = activators of Rab9 promoter | Potency, µM (top dose mostly 9.22 µM), without a hit: at the top dose activation, negative = inhibition, most hits filed as activators | Huh7 Rab9 promoter-luciferase reporter, luminescence, 24 h | actives 2.8% (n = 320,000) | AID 485297; also: potency is read from the fitted curve at half-maximal effect; % of control where 0% means no effect; nearly all actives have a fitted effect of over 60% in size
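Promoter activation is measured as luciferase luminescence in Huh7 cells stably transfected with a Rab9 promoter–luciferase construct, following 24 h compound exposure at 37 °C and 10 min reagent incubation at ambient temperature.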
Coupling enz = inhibits coupling enzyme system, counter-screen for aldolase hits. coupling enzyme system counterscreen, AmpLite Red fluorescence. activity change, negative = inhibition, % at 58.2 µM, hits read low. actives 0.67% (n = 290,000). AID 2472; in the data active = activity change below about -30%; also: % is scaled to controls: 0 for no effect and ±100 for the full control effect
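First, compound is pin-transferred into glyceraldehyde-3-phosphate coupling-enzyme reagent at 57.5 uM final and held 10 min at RT. Next, substrate, coupling system and AmpLite Red are added. After 20 min RT, fluorescence (525/598 nm) is read.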
VP16 counter = inhibits Gal4-VP16 luciferase reporter, ROR gamma counter-screen | Drosophila S2 Gal4-VP16 UAS-luciferase, luminescence, 20 h | Potency, µM (doses to about 53.6 µM), for the others: top-dose activity, negative = inhibition, actives largely listed as inhibitors | actives 3.5% (n = 310,000);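 also: Gal4-VP16 expression switched on by copper sulfate through the metallothionein promoter; potency is read from the fitted curve at half-maximal effect; % is scaled to controls: 0 for no effect and ±100 for the full control effect; nearly all actives have a fitted effect of over 50% in size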
RORg inh = inhibitors of mouse ROR gamma transcriptional activity | P51450 | Drosophila S2 Gal4-RORgamma UAS-luciferase reporter, 20 h | Potency, µM (titrated, usually from 53.6 µM), without a hit: at the highest dose activity change, negative = inhibition, most hits filed as inhibitors | actives 5.4% (n = 310,000) | AID 2551; also: potency is read from the fitted curve at half-maximal effect; % is scaled to controls: 0 for no effect and ±100 for the full control effect; nearly all actives have a fitted effect of over 60% in size
Target sequence (P51450 whole entry, looked up, the tested form may be a part): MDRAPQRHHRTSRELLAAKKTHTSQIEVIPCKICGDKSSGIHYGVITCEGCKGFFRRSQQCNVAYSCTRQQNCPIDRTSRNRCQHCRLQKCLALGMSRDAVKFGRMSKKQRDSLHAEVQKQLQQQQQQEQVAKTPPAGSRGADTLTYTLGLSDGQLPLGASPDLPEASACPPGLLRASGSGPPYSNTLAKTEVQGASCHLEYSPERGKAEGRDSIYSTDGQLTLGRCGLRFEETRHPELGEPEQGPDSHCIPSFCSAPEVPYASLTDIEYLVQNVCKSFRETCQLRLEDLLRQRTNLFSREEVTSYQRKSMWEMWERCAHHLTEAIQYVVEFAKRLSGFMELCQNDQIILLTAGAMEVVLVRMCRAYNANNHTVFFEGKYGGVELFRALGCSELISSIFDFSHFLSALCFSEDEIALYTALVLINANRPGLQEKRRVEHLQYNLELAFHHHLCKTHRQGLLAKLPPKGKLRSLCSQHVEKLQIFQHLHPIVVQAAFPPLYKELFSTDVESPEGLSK
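Stable Schneider cell line, Gal4 DNA-binding domain fused to ROR gamma, UAS-luciferase. Cmpd 1 hr RT → CuSO4 700 uM final → 20 hr RT → luciferase reagent 10 min → luminescence.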
ELG1 genotox = induces genotoxicity in HEK293T cells with luciferase-tagged ELG1. actives 1.3% (n = 330,000). HEK293T ELG1-luciferase reporter, luminescence, 16 h. Potency, µM (top dose mostly 46 µM), for the others: at the top dose activity change, positive = activation, usual class: activators. AID 504466; also: potency is read from the fitted curve at half-maximal effect; % of control where 0% means no effect; nearly all actives have a fitted effect of over 60% in size
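Screening used a luciferase reporter fused to human ELG1 in HEK293T cells. Luminescence was read on a CCD plate imager after 16 hr exposure and 30 min ONE-Glo incubation.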
Tb PFK inh = blocks T. brucei phosphofructokinase | T. brucei PFK, ADP-Glo luminescence | Potency, µM (series often up to 57.5 µM), without a hit: at the highest dose activity, negative = inhibition, hits mostly inhibitors | actives 0.17% (n = 330,000) | AID 485367;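 also: potency is read from the fitted curve at half-maximal effect; 0% = uninhibited 1x PFK enzyme wells and -100% = no-enzyme wells; nearly all actives have a fitted effect of over 60% in size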
Target sequence (O15648 whole entry, looked up): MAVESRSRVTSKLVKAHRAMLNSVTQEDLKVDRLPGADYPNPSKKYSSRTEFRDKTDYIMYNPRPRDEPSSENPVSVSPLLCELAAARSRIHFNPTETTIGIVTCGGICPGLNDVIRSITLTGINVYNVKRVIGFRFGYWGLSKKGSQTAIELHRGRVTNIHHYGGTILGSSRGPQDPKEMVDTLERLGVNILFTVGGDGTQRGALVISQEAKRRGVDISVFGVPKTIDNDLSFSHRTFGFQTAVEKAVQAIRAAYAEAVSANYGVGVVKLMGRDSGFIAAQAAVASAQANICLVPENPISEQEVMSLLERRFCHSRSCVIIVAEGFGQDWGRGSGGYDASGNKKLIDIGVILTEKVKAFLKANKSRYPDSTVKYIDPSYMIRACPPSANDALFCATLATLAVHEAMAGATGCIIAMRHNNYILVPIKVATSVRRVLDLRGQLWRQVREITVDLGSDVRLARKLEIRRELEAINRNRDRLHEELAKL
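In TEA buffer at pH 8.0 with 5 mM MgCl2, enzyme (1.25 nM) converted F6P (0.5 mM) and ATP (0.1 mM) for 45 min at room temperature. ADP product was read by luciferase luminescence.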
uPA surface inh = inhibitors of cell surface uPA generation; cell surface uPA generation assay, qHTS; Potency, µM (doses to about 38.3 µM), inactives show at the top dose activity change, negative = inhibition, actives largely listed as inhibitors; actives 0.31% (n = 330,000); active = well fitted inhibition curve with a large enough effect; inconclusive = small, poorly fitted or top-dose-only effect; inactive = no such curve, though single readings can be large or run the other way; tested in mouse RAW 264.7 cells; also: potency is read from the fitted curve at half-maximal effect; % is scaled to controls: 0 for no effect and ±100 for the full control effect; nearly all actives have a fitted effect of over 55% in size
Giardia killer = Giardia lamblia killing; Giardia lamblia trophozoite viability; activity change, % at 7.66 µM, hits read low; actives 0.15% (n = 340,000); in the data active = activity change below about -80%; inconclusive = between about -30% and that limit;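 also: parasites exposed to compound for two days anaerobically before the ATP read; % is scaled to controls: 0 for no effect and ±100 for the full control effect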
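Media and compound were dispensed first, then trophozoites at 100 cells/well; plates sat 48 hrs at 37 deg C without oxygen before ATP luminescence reagent was added and read after 15-30 min at room temperature.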
NPC1 promoter act = NPC1 promoter activation; Huh7 NPC1 promoter luciferase reporter, 24 h; Potency, µM (highest dose often 9.22 µM), for the others: at the top dose activation, hits mostly activators; actives 2.4% (n = 320,000); AID 485313;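 also: potency is read from the fitted curve at half-maximal effect; % of control where 0% means no effect; nearly all actives have a fitted effect of over 60% in size; reporter is driven by a mutant NPC1 promoter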
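Huh7 reporter cells (NPC1 promoter driving luciferase) are dosed with compound for 24 h at 37 °C, 5% CO2; luciferase detection reagent is then added and luminescence measured after 10 min at ambient temperature.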
FLuc modulator = firefly luciferase modulation, counter-screen for miR-21 project. AID 588342. Potency, µM (titrated, usually from 57.5 µM), without a hit: at the highest dose activity change, negative = inhibition, usual class: inhibitors. purified FLuc, Km substrates, luminescence inhibition. P08659. actives 6.9% (n = 360,000);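 also: potency is read from the fitted curve at half-maximal effect; plate controls were vehicle for no effect and reference inhibitor for full effect; nearly all actives have a fitted effect of over 55% in size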
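Purified P. pyralis luciferase, 10 nM final, with Km-level 10 uM D-luciferin and 10 uM ATP in 50 mM Tris acetate pH 7.5, 10 mM Mg acetate, 0.01% Tween-20, 0.05% BSA; 6-point qHTS titration about 60 µM downward; luminescence read.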
KCNH2 3.1 block = blocks the human KCNH2 3.1 channel isoform | actives 0.95% (n = 340,000) | activity change, % (tested at about 1.8 µM) | U2OS KCNH2 3.1, thallium flux FluxOr; active compounds read low;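 active = maximum activity change below -70%; inconclusive = maximum activity change from -70% to -50%; inactive = maximum activity change above -50%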;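 also: thallium influx rate constant from kinetic fluorescence after stimulation buffer; % is scaled to controls: 0 for no effect and ±100 for the full control effect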
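Thallium flux read-out: FluxOr dye with Red40 quencher in HBSS/HEPES, 45 min at RT. Rate constants from kinetic reads were normalized to positive and negative DMSO controls. Cells: U2OS virally expressing the 3.1 isoform.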
* hit, by the source's call; [ ] = remark or other dose. Unless noted, calls follow the shape of the dose curve; as a rule, active = well fitted curve in the direction sought with a large enough effect; inconclusive = small, poorly fitted or top-dose-only effect, or another doubt; inactive = no such curve, though single readings can be large; an effect the other way counts as inactive or inconclusive.

Cc1cc(NC(=O)CCC(=O)N(c2ccccc2)C(C)C(=O)NC2CCCC2)no1 (centres undefined) was read as Rab9 promoter act 1%, Coupling enz 1, VP16 counter 0%, RORg inh 2%, ELG1 genotox -3%, Tb PFK inh -1%, uPA surface inh 7%, Giardia killer 0, NPC1 promoter act 1%, FLuc modulator 1% and KCNH2 3.1 block -5.
`O=C(CCCN1C(=O)c2cccnc2C1=O)Nc1ccccc1F` gave Rab9 promoter act -1%, Coupling enz 3, VP16 counter 7%, RORg inh 27%, ELG1 genotox 3%, Tb PFK inh 1%, uPA surface inh -1%, Giardia killer -9, NPC1 promoter act -1%, FLuc modulator -2% and KCNH2 3.1 block -1.
For Cn1c(Cn2c(=O)sc3ccccc32)nnc1SCC(=O)N1CCCC1 the results were Rab9 promoter act 1%, Coupling enz 4, VP16 counter -16%, RORg inh inconclusive, ELG1 genotox 5%, Tb PFK inh -3%, uPA surface inh 8%, Giardia killer 4, NPC1 promoter act -4%, FLuc modulator 2% and KCNH2 3.1 block -2.
NC(=O)c1c(NC(=O)c2ccccc2C(=O)O)sc2c1CCCC2 was read as Rab9 promoter act 5%, Coupling enz 2, VP16 counter -5%, RORg inh -19%, ELG1 genotox -6%, Tb PFK inh 2%, uPA surface inh -2%, Giardia killer -3, NPC1 promoter act 2%, FLuc modulator 17µM* and KCNH2 3.1 block -3.
Screening COc1cc(C2Nc3ccccc3C(=O)N2NS(C)(=O)=O)c([N+](=O)[O-])cc1OC (centres undefined) returned Rab9 promoter act 4%, Coupling enz -10, VP16 counter 0%, RORg inh -5%, ELG1 genotox -1%, Tb PFK inh -11%, uPA surface inh -6%, Giardia killer inconclusive, NPC1 promoter act -3%, FLuc modulator -4% and KCNH2 3.1 block -1.
Screening CC(=O)N1CCc2cc(S(=O)(=O)NCCC(=O)Nc3cc(C)cc(C)c3)ccc21 returned Rab9 promoter act -11%, Coupling enz 1, RORg inh 12%[0.365 µM], ELG1 genotox 4%, Tb PFK inh 0%, uPA surface inh 8%, Giardia killer 4, NPC1 promoter act 0%, FLuc modulator -1% and KCNH2 3.1 block 1.
OCC1(CO)COC(c2ccccc2)=N1 was read as Rab9 promoter act 5%, Coupling enz 2, VP16 counter 2%, RORg inh 10%, ELG1 genotox 3%, Tb PFK inh -5%, uPA surface inh 4%, Giardia killer 2, NPC1 promoter act -1%, FLuc modulator -2% and KCNH2 3.1 block 28.
Cc1ccc(N2C(=O)C3C4C=CC(CC4)C3C2=O)c([N+](=O)[O-])c1 (centres undefined) was read as Rab9 promoter act -7%, Coupling enz 2, VP16 counter -13%, RORg inh 2%, ELG1 genotox -4%, Tb PFK inh 0%, uPA surface inh -2%, Giardia killer 24, NPC1 promoter act -2%, FLuc modulator inconclusive and KCNH2 3.1 block 4.
For NS(=O)(=O)c1ccc(CCNC(=O)CNC(=O)c2ccc(F)cc2)cc1 the results were Rab9 promoter act 0%, Coupling enz 1, VP16 counter -1%, RORg inh -1%, ELG1 genotox -4%, Tb PFK inh -2%, uPA surface inh 4%, Giardia killer -7, NPC1 promoter act -1%, FLuc modulator -1% and KCNH2 3.1 block 4.
For COC(=O)c1ccc(CC(=O)c2c(C)cc(O)cc2O)o1 the results were Rab9 promoter act -1%, Coupling enz -13, VP16 counter inconclusive, RORg inh 11µM*, ELG1 genotox -4%, Tb PFK inh 2%, uPA surface inh -2%, Giardia killer 6, NPC1 promoter act 1%, FLuc modulator -15% and KCNH2 3.1 block 16.
`Cc1sc2nc(SCC(=O)Nc3cccc(S(N)(=O)=O)c3)[nH]c(=O)c2c1C` gave ELG1 genotox 0%, Tb PFK inh -8%, uPA surface inh 2%, Giardia killer -5 and KCNH2 3.1 block 2.
`O=C(CCN1C(=O)/C(=C/c2cccs2)SC1=S)Nc1ccccc1O` gave Rab9 promoter act 2%, Coupling enz -8, VP16 counter -29%, RORg inh 6%, ELG1 genotox -1%, Tb PFK inh 0%, uPA surface inh 6%, Giardia killer 0, NPC1 promoter act 0%, FLuc modulator -15% and KCNH2 3.1 block -4.
Screening O=C(NCc1ccccc1CN1CCCC1)C1CCN(C(=O)c2ccc(F)cc2)CC1 returned Rab9 promoter act -1%, ELG1 genotox 2%, Tb PFK inh -7%, uPA surface inh 5%, Giardia killer -25, NPC1 promoter act -1% and KCNH2 3.1 block -2.
Screening Cc1cc(=O)c(C(=O)Nc2ccc(N3CCOCC3)cc2N2CCOCC2)nn1-c1ccccc1Cl returned ELG1 genotox 0%, Tb PFK inh -1%, uPA surface inh 1%, Giardia killer -11 and KCNH2 3.1 block 10.
Screening COc1cc(-c2cc(=O)c3c(O)c(OC)c(OC)cc3o2)cc(OC)c1O returned Rab9 promoter act -10%, Coupling enz -9, VP16 counter -1%, RORg inh 0%, ELG1 genotox inconclusive, Tb PFK inh 0%, uPA surface inh -28%, Giardia killer 6, NPC1 promoter act -19%, FLuc modulator -18% and KCNH2 3.1 block -21.

The closing two records of the section above open the next one.
Screening Cc1cc(=O)c(C(=O)Nc2ccc(N3CCOCC3)cc2N2CCOCC2)nn1-c1ccccc1Cl returned ELG1 genotox 0%, Tb PFK inh -1%, uPA surface inh 1%, Giardia killer -11 and KCNH2 3.1 block 10.
Screening COc1cc(-c2cc(=O)c3c(O)c(OC)c(OC)cc3o2)cc(OC)c1O returned Rab9 promoter act -10%, Coupling enz -9, VP16 counter -1%, RORg inh 0%, ELG1 genotox inconclusive, Tb PFK inh 0%, uPA surface inh -28%, Giardia killer 6, NPC1 promoter act -19%, FLuc modulator -18% and KCNH2 3.1 block -21.
For CC(C)CN(C(=O)COC(=O)COc1ccc2ccccc2c1)c1c(N)n(Cc2ccccc2)c(=O)[nH]c1=O the results were Rab9 promoter act -1%, ELG1 genotox 0%, Tb PFK inh 7%, uPA surface inh 2%, Giardia killer 13, NPC1 promoter act 8%, FLuc modulator 2% and KCNH2 3.1 block 5.
For Cc1ccc(C(=O)CC(=O)c2ccc(C(C)(C)C)cc2)cc1 the results were Rab9 promoter act inconclusive, Coupling enz -3, VP16 counter inconclusive, RORg inh inconclusive, ELG1 genotox 6%, Tb PFK inh -1%, uPA surface inh 0%, Giardia killer -15, NPC1 promoter act inconclusive, FLuc modulator 9.5µM* and KCNH2 3.1 block -102*.
CCOC(=O)N1CCN(C(=O)c2ccc3c(=O)n(CCOC)c(=O)[nH]c3c2)CC1 was read as Rab9 promoter act -1%, Coupling enz 2, VP16 counter -10%, RORg inh -2%, ELG1 genotox -2%, Tb PFK inh 0%, uPA surface inh 0%, Giardia killer 2, NPC1 promoter act 1%, FLuc modulator -1% and KCNH2 3.1 block -2.
COc1cccc(/C=C2\N=C(c3c(-c4ccccc4)noc3C)OC2=O)c1 was read as Rab9 promoter act -2%, Coupling enz 3, VP16 counter 2%, RORg inh 6%, ELG1 genotox 0%, Tb PFK inh 0%, uPA surface inh 4%, Giardia killer 1, NPC1 promoter act -4%, FLuc modulator 3% and KCNH2 3.1 block 5.
Screening O=C(C1=NN[C@@H]2C(=O)N(c3ccccc3C(F)(F)F)C(=O)[C@H]12)c1cnccn1 returned Rab9 promoter act 0%, Coupling enz 0, VP16 counter 3%, RORg inh -7%, ELG1 genotox -2%, Tb PFK inh -2%, uPA surface inh 2%, Giardia killer 4, NPC1 promoter act 0%, FLuc modulator 1% and KCNH2 3.1 block 21.
Cc1ccc(NC(=O)C(C)OC(=O)COc2cccc(C(F)(F)F)c2)cc1 (centres undefined) was read as Rab9 promoter act -3%, ELG1 genotox -2%, Tb PFK inh 6%, uPA surface inh -1%, Giardia killer 2, NPC1 promoter act -6%, FLuc modulator 1% and KCNH2 3.1 block -10.
`COCc1cc(C)n(CC(=O)N/N=C/c2ccc(-c3ccc(Cl)c(C(=O)O)c3)o2)c(=O)c1C#N` gave Rab9 promoter act 3%, Coupling enz -12, VP16 counter -5%, RORg inh 3%, ELG1 genotox 0%, Tb PFK inh 0%, uPA surface inh 2%, Giardia killer 7, NPC1 promoter act 5%, FLuc modulator -16% and KCNH2 3.1 block -9.
For Cc1ccc(-c2cc(C(=O)Nc3cc(C)on3)c3ccccc3n2)c(C)c1 the results were Rab9 promoter act 7%, Coupling enz -6, VP16 counter 0%, RORg inh 1%, ELG1 genotox 0%, Tb PFK inh 0%, uPA surface inh -1%, Giardia killer -6, NPC1 promoter act 1%, FLuc modulator inconclusive and KCNH2 3.1 block -10.
For CCc1ccc(OCC(=O)NC(=S)Nc2ccc(Br)c(C)n2)cc1 the results were Rab9 promoter act 26%, Coupling enz 4, VP16 counter 5%, RORg inh -26%, ELG1 genotox 3%, Tb PFK inh -3%, uPA surface inh 17%, Giardia killer 7, NPC1 promoter act -5%, FLuc modulator 0% and KCNH2 3.1 block 9.
